Bioassay records as filed in PubChem BioAssay.
mcGAS lum – blocks mouse cGAS activity. Q8C6L5. recombinant cGAS, Kinase-Glo ATP depletion luminescence. inhibition, % at 12.5 µM. 160,000 compounds, 0.15% hits. AID 1259399;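 also: 0% = negative control wells and 100% = reference inhibitor with no enzyme activity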
NPYLR7 agonist – mosquito NPYLR7 agonism. HEK293T NPYLR7/Galpha15, GCaMP6s calcium fluorescence. AID 1259423. activation, % at 10 µM. 270,000 compounds, 0.15% hits; in the data active = activation above about 40%;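 also: 0% = vehicle and 100% = reference agonist at the receptor; some compounds past the cut are filed as inactive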
hcGAS inh – human cGAS inhibition; Q8N884; recombinant h-cGAS, ATP depletion, Kinase-Glo luminescence; inhibition, % at 12.5 µM; 290,000 compounds, 0.081% hits; AID 1259398;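 also: 0% = vehicle reaction and 100% = reaction without DNA for no activity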
Target sequence (Q8N884 whole entry, looked up): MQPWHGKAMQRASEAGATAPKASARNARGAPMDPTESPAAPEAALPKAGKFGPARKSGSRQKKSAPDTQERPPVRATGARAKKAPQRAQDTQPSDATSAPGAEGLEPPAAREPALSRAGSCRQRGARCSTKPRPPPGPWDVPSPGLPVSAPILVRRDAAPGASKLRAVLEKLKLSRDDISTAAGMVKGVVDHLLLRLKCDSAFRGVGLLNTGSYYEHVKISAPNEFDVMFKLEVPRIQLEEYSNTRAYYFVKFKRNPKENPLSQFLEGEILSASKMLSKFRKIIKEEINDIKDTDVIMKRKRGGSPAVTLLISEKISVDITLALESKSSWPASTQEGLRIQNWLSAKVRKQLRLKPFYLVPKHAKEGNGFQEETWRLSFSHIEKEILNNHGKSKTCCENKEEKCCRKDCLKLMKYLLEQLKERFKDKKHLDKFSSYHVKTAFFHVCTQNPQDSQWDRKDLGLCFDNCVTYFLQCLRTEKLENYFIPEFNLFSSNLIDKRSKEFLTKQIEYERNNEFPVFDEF
* hit, by the source's call; nt = no result given; & = joins results of further samples. Rule as the data show it, unless noted: active = inhibition above about 40%; inactive = the rest. Compounds were not picked by outcome, and some 0.29% of all compounds hit somewhere here.

SMILES | mcGAS lum | NPYLR7 agonist | hcGAS inh
Cc1ccc2cc(CNC34CC5CC(CC(C5)C3)C4)c(N3CCC(O)CC3)nc2c1 | -11.0 | 18.4 | -5.1
Cc1c(C(=O)OCCn2c(C)csc2=O)cnn1-c1ccccc1 | nt | -2.9 | -4.8
Cc1ccc(OCC(=O)OCc2cc(-c3ccc4c(c3)OCO4)on2)cc1 | nt | 0.1 | -7.4
O=c1c2c3c(sc2nc2n1CCCCC2)CCCCC3 | 0.2 | -1.7 | 2.2
CCOc1ccc(NC(=O)NC(C)c2nnc(SCc3ccc(F)cc3)n2-c2ccc(C)cc2)cc1 (configuration not stated) | -5.1 | -2.3 | -2.1
COc1ccc(-c2ccc(C(=O)Nc3ccc(C)cc3[N+](=O)[O-])o2)c([N+](=O)[O-])c1 | nt | -0.9 | 3.8
COc1ccc(CCN2CC(C(=O)N(C)Cc3ccccn3)CCC2=O)cc1 (configuration not stated) | nt | -0.3 | -10.7
CCOc1cccc(-c2cc(C(=O)O)c3[nH]c(-c4ccc(OC)cc4)nc3n2)c1O | 2.1 | -0.3 | 2.2
CC(C)C1OC(C(C)C)OC(C(C)C)O1 (configuration not stated) | nt | -4.9 | -8.9
O=C(C1Cc2cc(C(F)(F)F)ccc2N2CCN(C3CCCC3)CC12)N1CCOCC1 (configuration not stated) | 0.8 | nt | 0.1
O=C(Nc1cc(F)cc(F)c1)NC1(CO)Cc2ccccc2C1 | nt | -2.2 | -8.3
CC(=O)c1cccc(NC(=O)c2c(-c3ccccc3Cl)noc2C)c1 | -3.1 | -8.2 | 2.6
Cc1cc2ccccc2n1CCNC(=O)CC1C(=O)NCCN1Cc1ccoc1 (configuration not stated) | nt | 6.2 | -11.4
CCc1csc(C2CCCN(C(=O)c3nccn4ccnc34)C2)n1 (configuration not stated) | nt | -2.0 | -0.4
COc1ccc2c(c1)C1(CC(=O)N(CC(=O)N(C)C)C1=O)C(=O)N2CCCN1C(=O)c2ccccc2C1=O (configuration not stated) | -4.2 | -3.0 | -6.1
Cc1ccc(-c2cc(C(=O)Nc3c(C)cccc3C)c3c(C)noc3n2)s1 | -3.0 | 2.1 | 0.0
CSc1ccccc1-n1nnnc1SCSc1nnnn1-c1ccccc1SC | nt | -3.8 | 0.4
CCOC(=O)COc1c(Br)cc(Br)c2cccnc12 | -5.4 | -10.6 | -5.1
COCCn1c(-c2cn(C)nc2OC)n[nH]c1=S | nt | -1.5 | -13.5
COCCNC(=S)N(C)C1CCC2(CC1)OCC(C)(C)CO2 | -2.5 | -6.7 | -9.4
Cc1cc(-n2c(C)cc(C(=O)COC(=O)C34CC5CC(CC(O)(C5)C3)C4)c2C)no1 | -6.2 | -0.4 | -4.6
CCCn1c(SCc2cccc(C#N)c2)nc2cc(S(=O)(=O)N3CCOCC3)ccc21 | -5.2 | -5.8 | -4.5
CCCC1(c2ccccc2)NC(=O)N(CC(=O)c2ccccc2F)C1=O (configuration not stated) | nt | 13.3 | -7.1
COc1ccc(OCCSc2nnnn2C2CCCCC2)cc1 | -3.7 | 3.4 | 1.1
CCSc1nc(CC(=O)NC2Cc3ccccc3C2)cs1 | nt | 3.5 | -0.3

Other structures
SMILES | mcGAS lum | NPYLR7 agonist | hcGAS inh
Cc1ccc2c(C(=O)N(C)Cc3cnccn3)cc(C)nc2c1 | -13.1 | 1.0 | -8.3
COc1ccc(C=C(C#N)c2nc(-c3ccc(F)cc3)cs2)cc1O | -4.0 | 14.4 | -5.5
CCOC(=O)c1[nH]c(C)c(C(=O)C(C)N(CCOC)C(=O)c2ccc(C)c([N+](=O)[O-])c2)c1C (configuration not stated) | -4.4 | -5.8 | -5.7
Cc1cnc(C)c(-c2cc(F)cc3c2OC(CNC(=O)c2ccc(Cn4nc(C)cc4C)cc2)C3)n1 (configuration not stated) | -10.3 | 24.6 | -8.6
CCn1c(CN(C)Cc2nnc(C)o2)nc2ccccc21 | nt | 6.2 | -4.1
COc1cccc(C(=O)N2CCOC(COCc3cccc(C(F)(F)F)c3)C2)c1C (configuration not stated) | 2.0 | 3.0 | 0.3
CCCCCc1ccc(C(=O)N(CC(=O)NCC(=O)Nc2cccc(C)c2)Cc2ccccc2)cc1 | -0.2 | nt | -0.2
O=C(Nc1cc(F)cc(F)c1)C1CCCCN1Cc1cc(=O)c(O)co1 (configuration not stated) | nt | -0.8 | 5.7
O=C(CC1(O)C(=O)Nc2ccc(Br)cc21)c1cccs1 (configuration not stated) | -5.3 | 2.9 | -6.9
CC(C)=CCN1CCN(Cc2cccc(C)n2)CC1CCO (configuration not stated) | nt | 3.1&-9.9 | -4.8&-1.8
COc1cc2c(=O)[nH]c(-c3ccc(C)o3)nc2cc1OC(F)F | -11.7 | 4.1 | -9.6
O=C(c1cc(-c2ccc(O)cc2)n[nH]1)N1CCCC2(C1)C(=O)Nc1ccccc12 (configuration not stated) | nt | -1.9 | -4.0
O=S(=O)(NCc1cc2ccccc2[nH]1)c1ccc2c(c1)CCC2 | nt | 8.7 | -6.2
CNC(=O)c1cccc(-c2cc(C3(CNCCN(C)C)CC3)ccn2)c1 | -6.6 | -14.9 | -5.7
COCCN(CCOC)S(=O)(=O)c1ccc2c(c1)CN(C(=O)C(F)(F)F)CC2 | -2.2 | -3.9 | -2.7
CCOC(=O)CC(=O)Nc1sc(C(C)C)cc1C(=O)OCC | -6.6 | 7.8 | -6.8
CSCC1CCN(c2cc(C(=O)N(C)c3ccccc3)ccn2)C1 (configuration not stated) | nt | 0.1 | -9.2
Cc1ccccc1C(=O)Nc1sc2c(c1C(=O)N1CCOCC1)CCCC2 | -7.1 | 2.9 | -4.8
COCCN(CC(=O)N(Cc1ccc(F)cc1)Cc1cccs1)S(=O)(=O)CC12CCC(CC1=O)C2(C)C (configuration not stated) | -5.4 | nt | -3.2
COCCNC(=O)Cn1c(-n2nc(C)cc2C)nc2c(c1=O)CCCC2 | -6.0 | nt | -2.9
CCCCn1nccc1NC(=O)CN1CCOC(Cn2cccn2)C1 (configuration not stated) | nt | -3.6 | 9.0
Fc1ccccc1-c1nc2ccc(Cl)cn2c1NCc1ccccc1 | -2.2 | 1.2 | -2.9
COCCN1CC(C(=O)NCc2cn[nH]c2-c2ccc(Cl)cc2)CCC1=O (configuration not stated) | -9.9 | 14.7 | -9.0
CCOC(=O)C1(Cc2ccccc2F)CCCN(C(=O)c2cccc3nccnc23)C1 (configuration not stated) | nt | 2.2 | -6.5
O=C(Nc1cccc(Cc2ccccc2)c1)Nc1cccc2[nH]c([C@@H]3O[C@H](CO)[C@@H](O)[C@H]3O)nc12 | -3.9 | 13.1 | -9.8

2 records picked at random from those above, as already listed:
SMILES | mcGAS lum | NPYLR7 agonist | hcGAS inh
COCCN(CC(=O)N(Cc1ccc(F)cc1)Cc1cccs1)S(=O)(=O)CC12CCC(CC1=O)C2(C)C (configuration not stated) | -5.4 | nt | -3.2
CC(C)=CCN1CCN(Cc2cccc(C)n2)CC1CCO (configuration not stated) | nt | 3.1&-9.9 | -4.8&-1.8

Remaining list, next part.
SMILES | mcGAS lum | NPYLR7 agonist | hcGAS inh
Cc1nc(-n2nc(-c3cccs3)cc2NC(=O)c2cccc(Cl)c2)[nH]c(=O)c1C | nt | 2.6 | -9.0
Cc1onc(-c2ccccc2Cl)c1C(=O)N1CCCC1c1ccncc1 (configuration not stated) | -3.3 | -6.6 | -6.4
Cc1ccc(NC(=O)COC(=O)C(C)C)cc1S(=O)(=O)N1CCCCC1 | -7.0 | 1.1 | -4.0
CC(C)CC(NC(=O)c1cnn(C)c1)c1nnc2n1CCNCC2 (configuration not stated) | -11.5 | 5.3 | 1.1
CSCc1ccc(C(=O)N(C)C2CCCN(C3Cc4ccccc4C3)C2)o1 (configuration not stated) | nt | 9.5 | -8.1
COc1ccc(CN2CCCn3cccc3C2c2ccccc2C(F)(F)F)c(OC)c1OC (configuration not stated) | -5.7 | 25.3 | -4.6
COc1ccc(N=C2NN=C(c3cnn(C)c3)CS2)cc1F | nt | 1.9 | -3.9
O=C(NCCCC(=O)N1CCOC(COCc2ccccc2)C1)OCc1ccccc1 (configuration not stated) | nt | 23.3 | -3.8
O=C(c1ccc(Cl)cc1)N(CCN1CCOCC1)Cc1nccn1Cc1ccccc1F | 3.0 | -16.1 | 2.1
CCc1ccc(S(=O)(=O)NCCOc2ccc(-c3ccc(OC)cc3)nn2)cc1 | -6.5 | -9.0 | -3.6
CCCC1COCCN1S(=O)(=O)NCc1ccccc1 (configuration not stated) | nt | 8.9 | -4.1
COC(=O)c1cc(-c2ccc(C)cc2)nc2c1c(C)nn2C1CCS(=O)(=O)C1 (configuration not stated) | nt | 12.9 | -8.1
COCC(=O)N(Cc1ccc(OC)c(OS(C)(=O)=O)c1)C(C)C | -6.3 | 17.5 | -3.3
Cc1ccc(C(C)C)c(OCC(=O)N(Cc2nnc(-c3ccccc3)o2)C(C)C)c1 | -7.7 | 5.4 | -7.5
COc1ccc(-c2cc(C(F)(F)F)n3ncc(C(=O)Nc4cccc(C(C)=O)c4)c3n2)cc1OC | -4.6 | 11.1 | -7.2
CN(C)c1ccc(NC(=O)C2CC2)cc1CN(Cc1ccc(F)cc1)C(=O)c1ccccc1Cl | -8.8 | 20.6 | -2.1
CCNC(=O)C1(C)CCCN1C(=O)c1ccc(C(C)(C)C)cc1 (configuration not stated) | -0.9 | -7.0 | -2.3
COc1ccc(-c2nnc(SCc3ccc(C#N)cc3)n2-c2cccc(C)c2)cc1 | -3.2 | nt | -6.0
Cc1nn(-c2ccc(F)cc2)c2nc(N)c(C#N)c(-c3ccc(O)c(O)c3)c12 | nt | 7.8 | -8.9
CCN(C(=O)c1ccccc1N1CCC(NC(=O)c2cc(F)cc(F)c2)CC1)C1CCCCC1 | -5.2 | 18.8 | -3.7
COc1ccccc1Oc1ncccc1CNc1ncccc1Cl | -15.9 | 0.1 | -3.7
Cc1ccc2nc(C)cc(C(=O)N(C)Cc3nnc(-c4ccccc4)o3)c2c1 | -11.3 | -1.5 | -4.5
CCOCCn1c(=O)c2c(OCC)c(CC)cnc2n(C)c1=O | nt | -4.6 | -3.0
Cc1nc(N2CCOCC2)[nH]c(=O)c1CCC(=O)Nc1nc(-c2ccc(C(C)(C)C)cc2)cs1 | 1.4 | nt | 7.4
C=c1onc(-c2ccccc2Cl)c1=C1N=C(c2ccccc2Cl)NO1 | 0.0 | 4.9 | 15.7

Some of the entries so far, with each value named:
COc1ccc(-c2cc(C(F)(F)F)n3ncc(C(=O)Nc4cccc(C(C)=O)c4)c3n2)cc1OC
  mcGAS lum: -4.6; NPYLR7 agonist: 11.1; hcGAS inh: -7.2

CN(C)c1ccc(NC(=O)C2CC2)cc1CN(Cc1ccc(F)cc1)C(=O)c1ccccc1Cl
  mcGAS lum: -8.8; NPYLR7 agonist: 20.6; hcGAS inh: -2.1

CCNC(=O)C1(C)CCCN1C(=O)c1ccc(C(C)(C)C)cc1 (configuration not stated)
  mcGAS lum: -0.9; NPYLR7 agonist: -7.0; hcGAS inh: -2.3

COc1ccc(-c2nnc(SCc3ccc(C#N)cc3)n2-c2cccc(C)c2)cc1
  mcGAS lum: -3.2; NPYLR7 agonist: nt; hcGAS inh: -6.0

Other structures follow:
SMILES | mcGAS lum | NPYLR7 agonist | hcGAS inh
CCc1nn(-c2nc(OC)cc(OC)n2)c(N)c1C#N | nt | 3.1 | -1.9
CC(C)C[C@H]1CN(C(=O)c2coc3ccccc23)CC[C@@]1(C)O | nt | 0.7 | -2.1
O=c1c2c(-c3ccccc3)n3ncnc3nc2ccn1CCCN1CCOCC1 | nt | -0.3 | -3.1
Cn1c(CCCNC(=O)c2cn(-c3ccccc3)nn2)nc2ccccc21 | -2.2 | 0.9 | -0.7
COc1ccc(C(C)NC(=O)c2cc(C#N)cn2C)cc1F (configuration not stated) | nt | 4.6 | -3.2
Cc1ccsc1[C@@H]1CCN(Cc2ccc3c(C)cc(=O)oc3c2)C[C@H]1O | -8.9 | 10.0 | -2.9
Cc1nc(S(=O)(=O)CC(=O)Nc2cc(F)ccc2F)n(CC(C)C)c1C | nt | 4.8 | -0.2
CNc1ccc(C(=O)N2CCOC(COc3ccc(Cl)c(C)c3)C2)cc1 (configuration not stated) | -6.6 | -4.9 | -8.2
CCC(NS(=O)(=O)NCc1ccccc1)c1cc(C)ccn1 (configuration not stated) | nt | 9.5 | -4.1
CCOC(=O)CCC(=O)N1CCN(c2nc(COC)nc3sc4c(c23)CCCC4)CC1 | -3.2 | -10.4 | -3.7
Cc1nn(C)c(C)c1C(OC(=O)c1cscn1)C(F)(F)F (configuration not stated) | -11.9 | 1.5 | -5.2
CCCOC(=O)N1CCn2nc(-c3nc4ccccc4n3C)cc2C1 | nt | 12.7 | -22.4
CC(=O)c1sc(=Nc2ccc(Cl)cc2)n(CCO)c1C | nt | 3.2 | -9.0
COCC1CCCN(C(=O)c2ccc3nc(Cc4cccc(Cl)c4)oc3c2)C1 (configuration not stated) | nt | 16.1 | -4.4
CC[C@H]1OC(=O)[C@H](C)[C@@H](OC2C[C@@](C)(OC)[C@@H](O)[C@H](C)O2)[C@H](C)[C@@H](O[C@@H]2O[C@H](C)C[C@H](N(C)C)[C@H]2O)[C@](C)(O)C[C@@H](C)/C(=N/OCOCCOC)[C@H](C)[C@@H](O)[C@]1(C)O (some centres not stated) | -6.1 | -1.8 | -7.3
COc1ccccc1Oc1cc(C(F)(F)F)nc(SCc2c(F)cccc2F)n1 | -1.8 | 0.7 | -2.0
CCOC(=O)[C@@H]1[C@@H](OC)C(=O)N(Cc2ccccc2)C12CCN(C(=O)C1CCC1)CC2 | -5.3 | 14.3 | -0.8
Cc1ccc(C)c(C(=O)C(C)Sc2nnc(-c3ccc4c(c3)OCO4)o2)c1 (configuration not stated) | nt | 4.8 | -5.1
COCCNC(=S)NCCc1cc2cc(C)c(C)cc2[nH]c1=O | nt | 4.2 | -1.3
C=CCn1c(C)c(N2CCOCC2)c(C)c1C(=O)Nc1ccc(C(C)C)cc1 | -3.3 | 8.9 | -4.4
O=S1(=O)CCC(N(Cc2ccccc2)Cn2nc(-c3cccs3)oc2=S)C1 (configuration not stated) | nt | 4.8 | -6.0
